Hsp70 inhibitors: Hsp70 inhibitors, probe displacement, primary screen, biochemical, fluorescence polarization (AID 583); Hsp70 fluorescence polarization probe displacement, mP; higher % means a stronger effect; displacement, % at 20 µM; hits with a dose series show IC50 in µM; hit rate 0.06% among 140,000; in the data active = displacement above about 50%;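 note: plate controls were vehicle for no effect and reference ligand for full effect; a part of the inactive calls stands beside numbers as strong as those of hits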
Rat MKP-3 inhibitors: MKP-3 phosphatase inhibitors, primary screen, biochemical, rat enzyme, in vitro (AID 425). hit rate 0.17% among 110,000. inhibition, % at 20 µM; hits with a dose series show IC50 in µM. recombinant MKP-3 phosphatase activity, fluorescence; higher % means a stronger effect; in the data active = inhibition above about 50%;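 note: plate controls were vehicle for no effect and reference inhibitor for full effect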
An asterisk follows results filed as active; . = no result given; & = joins results of further samples. This is a subset; rates above refer to the full screens.

The line under a structure holds: Hsp70 inhibitors, Rat MKP-3 inhibitors
- CCCn1c(SCC(=O)Nc2nnc(C)s2)nnc1-c1ccoc1C
→ -1.0%, -3.2%
- O=C1CNC(=O)N1Cc1ccc(Br)cc1
→ 3.3%, -0.7%
- CCOc1cc(/C=C2\C(=O)NC(=O)N(c3cc(C)cc(C)c3)C2=O)ccc1OCC(=O)O
→ -2.1%, 1.2%
- O=C(c1ccc(CN2CCOCC2)cc1)N1CCC(Cc2ccccc2)CC1
→ -1.1%, -6.1%
- Cc1nn(-c2ccccc2)c(N2CCCCC2)c1/C=N/O
→ 4.6%, -3.4%&0.8%
- CC(C)NC(=O)NC(=O)COc1cccc2c1OC(C)(C)C2
→ 0.6%, 3.0%
- Cc1cc(NC(=O)CCCC(=O)O)nc(C)n1
→ -1.3%, -10.4%
- COc1ccccc1-n1c(CN2C(=O)c3ccccc3C2=O)nc2ccccc2c1=O
→ -2.2%, 3.1%
- Cc1ccnc(NS(=O)(=O)c2ccc(NC(=O)Cc3cccs3)cc2)n1
→ -11.5%, -1.8%
- COc1ccc(C2NC(=S)N(c3ccccc3)C(C)=C2C(=O)Nc2ccccc2)cc1 (stereo not drawn)
→ -4.5%, .
- CN(C)c1nc(SCCOC(=O)Nc2ccccc2)nc(N(C)C)n1
→ 4.3%, -8.1%
- O=C(C1=C(O)C(=O)N(c2nncs2)C1c1ccc(F)cc1)c1cccs1 (stereo not drawn)
→ 97.3%, 1.5%
- O=C(NCc1cccs1)c1csc2c1CCCCC2
→ -1.0%, -1.6%
- O=C1NN(c2ccccc2)C(=O)/C1=C/c1ccccc1OCc1ccc(F)cc1
→ 2.2%, 8.5%
- C=C(C)c1cccc(C(C)(C)NC(=O)NCc2ccco2)c1
→ -4.0%, 3.6%
- COc1ccc(Cl)cc1C(=O)N1CCN(c2cccc(Cl)c2)CC1
→ -0.8%, 5.0%
- N=C1C(c2ccccc2)=C(O)CN1c1ccccc1N1CCOCC1
→ 1.2%, 2.9%
- Cc1ccc(OC(=O)c2ccccc2C(=O)OCC(F)(F)C(F)F)cc1
→ 3.2%, .
- O=C(Nc1ccccc1Cl)NC1(C(=O)N2CCCC2)CCCCC1
→ -2.1%, .
- COc1ccc(C(=O)N2CCCC2)cc1
→ 1.6%, -15.9%
- CCCS(=O)(=O)c1c(S(=O)(=O)CCC)c2c(N)cccn2c1C(=O)c1ccc(Br)cc1
→ -0.2%, .
- COc1ccccc1/C=C1/SC(=S)N(CCC(=O)N2c3ccccc3Sc3ccccc32)C1=O
→ 3.8%, -1.1%
- CCOCCOC(=O)c1cccc(NC(=O)c2ccccc2C)c1
→ 1.4%, 1.4%
- CC(=O)Nc1cccc(Oc2cc(C#N)c(C#N)cc2N2CCCCCC2)c1
→ -0.8%, 1.5%
- CCSC1=C(C#N)C(c2ccc([N+](=O)[O-])cc2)CC(=O)N1 (stereo not drawn)
→ 1.7%, 1.9%
- CCc1nnc(NC(=O)C=C(C)C)s1
→ 7.5%, .
- COC(=O)c1ccc(C2CC(=O)Nc3cc(OC)c(OC)c(OC)c32)cc1 (stereo not drawn)
→ -0.2%, -5.5%
- COc1ccccc1NC(=O)C1CCC(=O)N1 (stereo not drawn)
→ 1.8%, 2.8%
- O=C(NCc1ccc(F)cc1)c1cccc(S(=O)(=O)N2CCCC2)c1
→ -3.6%, -13.7%
- C=CCNC(=S)N1CCN(CCNC(=O)C(=O)Nc2ccc(C)cc2)CC1
→ -1.8%, 1.6%
- Cc1cc(Br)ccc1NC(=O)C1CCCO1 (stereo not drawn)
→ 1.6%, -7.4%
- O=C(c1cc(-c2ccccc2O)on1)N1CCc2ccccc2C1
→ 0.7%, -6.8%
- O=C(Nc1ccc2nn(-c3ccc(Cl)cc3)nc2c1)c1ccc([N+](=O)[O-])cc1
→ -1.6%, 2.3%
- Cc1ccc(Nc2cc(C)c3ccccc3n2)cc1
→ 0.1%, -0.3%
- O=S(=O)(N1CCCCC1)N1CCCN(S(=O)(=O)N2CCCCC2)CC1
→ 3.2%, 4.3%
- COc1cccc(C(=O)Cn2c(=O)n(CC3CCCO3)c(=O)c3ccccc32)c1 (stereo not drawn)
→ ., 0.8%
- Cc1cc(C(=O)Nc2c(C)nn(Cc3ccccc3Cl)c2C)no1
→ 3.5%, 10.6%
- CCCN1C2CCCC1CC(NC(=O)c1ccc(F)cc1)C2 (stereo not drawn)
→ -7.2%, -8.9%
- C/C(=N/NC(=O)COc1ccc(C)cc1)c1cccc([N+](=O)[O-])c1
→ 1.9%, -0.2%
- COc1ccc(Cl)cc1C(=O)Nc1nnn(C)n1
→ 0.8%, 2.4%

Two successive records from above:
The line under a structure holds: Hsp70 inhibitors, Rat MKP-3 inhibitors
- C/C(=N/NC(=O)COc1ccc(C)cc1)c1cccc([N+](=O)[O-])c1
→ 1.9%, -0.2%
- COc1ccc(Cl)cc1C(=O)Nc1nnn(C)n1
→ 0.8%, 2.4%

Further compounds follow:
The line under a structure holds: Hsp70 inhibitors, Rat MKP-3 inhibitors
- O=C(Nc1ccccc1)Nc1nnc(SCCOc2ccccc2)s1
→ 6.6%, -2.6%
- CC(NC(=O)c1ccc(Cl)cc1)C(=O)N1CCCCC1 (stereo not drawn)
→ -4.9%, 1.4%
- COc1ccc(N2C(=O)NC(=O)/C(=C/c3ccc(OCCOc4ccccc4)cc3)C2=O)cc1
→ -3.6%, 1.6%
- N#C/C(=C\c1ccc(-c2ccccc2)o1)C(=O)Nc1cccc2cccnc12
→ -8.6%, 0.5%
- CC(C)(C)NC(=O)c1ccccc1-c1nc(-c2ccccc2Cl)no1
→ 1.7%, -2.0%
- CCOC(=O)c1sc2ncn(CC(=O)N(CC)CC)c(=O)c2c1C
→ -2.2%, 1.2%
- CCOC(=O)C1CCN(c2c(N3CCCCCC3)c(=O)c2=O)CC1
→ -1.0%, -6.4%
- O=C1C(=O)N(c2nncs2)C(c2cccc(Br)c2)/C1=C(\O)c1ccc(F)cc1 (stereo not drawn)
→ 3.4%, 1.6%
- Cc1oc(C(=O)O)cc1CSCc1cc(C(=O)O)oc1C
→ -5.6%, 3.1%
- O=C(CSc1nc2c(c(=O)[nH]1)CCC2)Nc1cccc(Cl)c1
→ 5.3%, -14.0%
- Cc1ccc(-n2c(C)cc(C(=O)COC(=O)c3c(C)noc3C)c2C)cc1
→ 3.4%, -2.2%
- COc1cc(Nc2cc(C)c(C#N)c3nc4ccccc4n23)cc(OC)c1OC
→ -0.4%, 2.5%
- CCCCOc1ccc(C(=O)OC2CC(C)N(C)CC2C)cc1 (stereo not drawn)
→ -5.7%, -5.2%
- N#C/C(=C/c1cc2c(cc1[N+](=O)[O-])OCO2)C(=O)Nc1ccc(F)cc1
→ 4.3%, 0.0%
- COc1cccc2cc(-c3cn4cccc(C)c4n3)c(=O)oc12
→ -1.1%, -3.9%
- CSc1c[n+]2c(n1C)CCC2
→ -4.7%, -4.2%
- O=C(CC1CCCCC1)Nc1ccccc1
→ -1.7%, 2.6%
- Cc1ccccc1NS(=O)(=O)c1cccc(C(=O)Nc2ccc(Cl)cc2)c1
→ 0.8%, 2.2%
- CCCC(=O)Nc1cc(OC)c(OC)cc1C(=O)O
→ ., -3.0%
- CCOC(=O)c1ccccc1NC(=O)CSc1nccn1C
→ 2.9%, -3.9%
- CCCCCCC(=O)Nc1nnc(CC(C)C)s1
→ 1.6%, 1.5%
- CP(C)(=O)CCP(=O)(c1ccccc1)c1ccccc1
→ 0.2%, 1.2%
- COc1cccc(NC(=O)C(=O)N2CCOCC2)c1
→ 6.0%, .
- O=C(CSc1ncnc2ccccc12)NCc1ccco1
→ 3.5%, -10.6%
- COc1cc(C2C(C(=O)Nc3ccccc3C)=C(C)NC3=C2C(=O)CCC3)cc(OC)c1OC (stereo not drawn)
→ 5.8%, -0.1%
- Cc1onc(-c2c(Cl)cccc2Cl)c1C(=O)N1CCc2ccccc21
→ 0.2%, -7.8%
- COc1ccc(C2C3=C(CC(C)(C)CC3=O)NC3=C2C(=O)CC(C)(C)C3)cc1Br
→ 3.0%, -1.7%
- CC(C)(C)C(=O)Cn1c(=N)n(Cc2ccccc2Cl)c2ccccc21
→ 3.2%, .
- COc1ccccc1CNC(=O)CC(c1ccccc1)c1ccccc1
→ -2.7%, 1.2%
- CS(=O)(=O)N1CCc2cc(S(=O)(=O)N3CCN(Cc4ccc5c(c4)OCO5)CC3)ccc21
→ 3.2%, -0.4%
- COc1cc(C(=O)NC(NC(=S)Nc2ccc(Cl)c(Cl)c2)C(Cl)(Cl)Cl)cc(OC)c1OC (stereo not drawn)
→ 6.3%, 1.0%
- Cc1cccc(C(=O)Nc2ccc(I)cc2Cl)c1
→ -0.8%, -0.9%
- CCOc1ccccc1N1C(=O)NC(=O)/C(=C/C=C/c2ccco2)C1=O
→ -8.1%, 4.2%
- Cc1cccc(NC(=O)CCC(=O)NCCO)c1
→ 0.9%&9.0%, -5.1%
- COC(=O)CN(c1ccccc1OC)S(=O)(=O)c1ccccc1
→ -0.4%&-0.8%, -14.4%&-0.1%
- CC(C)CNC(=O)c1cccc(NC(=O)C2CCCO2)c1 (stereo not drawn)
→ -4.8%, -0.5%
- CCOc1cc(C(=S)N2CCC(C)CC2)ccc1O
→ -0.5%, 2.3%
- CCC1CCCCN1CCCOc1ccc(Br)cc1 (stereo not drawn)
→ -2.9%, 4.4%
- O=C(c1cc(F)c(F)cc1Cl)N1CCN(c2ccc([N+](=O)[O-])cc2Cl)CC1
→ 3.7%, 2.2%
- COc1ccc(NC(=O)C2(C)CC3c4ccccc4C2c2ccccc23)cc1 (stereo not drawn)
→ -2.2%, 1.9%
- COc1ccc(C2/C(=C(\O)c3ccc(Cl)cc3)C(=O)C(=O)N2CCCCCC(=O)O)c(OC)c1 (stereo not drawn)
→ -0.7%, -3.9%
- COc1ccc(C(=O)NC2(C(F)(F)F)C(=O)Nc3c2c(=O)[nH]c(=O)n3CCc2ccc(OC)c(OC)c2)cc1 (stereo not drawn)
→ 2.3%, .
- O=C1OC(c2ccc(Br)cc2)=C/C1=C\C=C\c1ccccc1
→ -23.5%, 4.6%
- CCCCOC(=O)CSc1nc2c(cc1C#N)C(=O)CC(C)(C)C2
→ -5.5%, 4.7%
- COCc1c(C(=O)OCC(=O)N2c3ccccc3CC2C)oc2ccccc12 (stereo not drawn)
→ 4.2%, -7.7%
- c1ccc(-c2cnc(-c3cccnc3)o2)cc1
→ -2.9%&3.1%, -9.4%&2.3%
- O=C(NCCCN1CCc2ccccc2C1)Nc1ccc(Cl)cc1
→ 2.0%, .
- CCC1(C)CC(CCNCc2ccc(F)cc2)(c2ccccc2OC)CCO1 (stereo not drawn)
→ 2.9%, 3.2%
- CC(C(=O)N(C1CC1)C1(C(=O)Nc2ccccc2)CCCC1)N1C(=O)c2ccccc2C1=O (stereo not drawn)
→ 7.3%, -7.2%
- COc1ccc(Nc2oc(COc3cccc(C)c3)nc2C#N)cc1
→ -0.2%, -8.0%
- CCOc1ccc(N(CC(=O)Nc2cccc(C(C)=O)c2)S(C)(=O)=O)cc1
→ 1.2%, 0.1%
- CCc1nc(NCc2cccnc2)c2oc3ccccc3c2n1
→ 0.4%, .
- COc1ccc(C2NC(C(=O)O)CS2)cc1COCC(F)(F)F (stereo not drawn)
→ -3.1%, 5.4%
- COc1ccc(CN2CCN(Cc3ccccc3C(F)(F)F)CC2)cc1Br
→ -5.6%, 1.9%
- COc1cc(C)nc(Oc2ccc(/C=N/O)cc2)n1
→ 9.9%, -9.4%
- CCOC(=O)C1=C(C)N=c2s/c(=C\c3ccc(C(C)=O)c(OC)c3)c(=O)n2C1c1ccccc1 (stereo not drawn)
→ 2.1%, -0.3%
- CCc1ccc(NC(=O)c2cc([N+](=O)[O-])ccc2Cl)cc1
→ 1.1%, 1.3%
- COc1ccc(C2c3c(oc4ccccc4c3=O)C(=O)N2CCCN2CCOCC2)cc1 (stereo not drawn)
→ 1.3%, .
- CCOc1ccc(NC(=O)CC2S/C(=N\N=C\c3ccccc3OC)NC2=O)cc1 (stereo not drawn)
→ -1.6%, 2.0%
- COc1cc(/C=C2\C(=O)NC(=O)N(c3ccc(Br)cc3)C2=O)ccc1OCC(=O)O
→ -0.7%, 2.9%

(listing goes on)
The line under a structure holds: Hsp70 inhibitors, Rat MKP-3 inhibitors
- COC(=O)c1ccccc1NC(=O)CN(c1cccc([N+](=O)[O-])c1)S(=O)(=O)c1ccccc1
→ -2.7%, 2.3%
- CN(CCC#N)C(=O)c1ccc(CNS(=O)(=O)c2ccc(F)cc2)cc1
→ -3.8%, 8.9%
- Cc1nc2c(CN(C)C)c(O)ccc2[nH]1
→ 0.0%, 1.9%
- CCOC(=O)c1c(NC(=O)C(C)N2C(=O)c3ccccc3C2=O)sc2c1CCC(C)C2 (stereo not drawn)
→ 0.9%, 1.5%
- CCCCCCCCOC(=O)C1=C(C)Nc2nnnn2C1c1cccs1 (stereo not drawn)
→ -3.5%, .
- Cc1cc(C)nc(/N=C(\N)Nc2ccc(Cl)cc2C(=O)c2ccccc2)n1
→ 3.1%, -0.4%
- O=C(O)c1ccc(-c2ccc(/C=C3\SC(=S)N(c4ccc([N+](=O)[O-])cc4)C3=O)o2)cc1
→ 55.5%*, 40.4%
- O=C1c2ccccc2S(=O)(=O)N1Cc1cccc(S(=O)(=O)N2CCOCC2)c1
→ 0.2%, 5.5%
- N#Cc1c2n(c(=S)n(-c3ccccn3)c1=O)CCCCC2
→ -0.5%, -10.7%
- O=C(/C=C/c1cccc(C(F)(F)F)c1)Nc1cccc2cccnc12
→ 3.1%, -0.3%
- Cc1sc(Nc2cccc(O)c2)nc1-c1ccccc1
→ -3.5%, 4.3%
- Cc1cn(C(=O)CN2C(=O)c3ccccc3C2=O)c(C)n1
→ 3.0%, -13.4%
- CCNc1ncnc2c1oc1ccccc12
→ 0.8%, 3.5%
- C(=N\n1cnnc1)/c1ccc(OCc2cccc3ccccc23)cc1
→ -1.4%, .
- N#Cc1nc(COc2ccccc2Cl)oc1NCc1cccnc1
→ 1.8%, .

Source: PubChem BioAssay
